DNMT1 inh: inhibitors of human DNMT1. DNMT1 molecular beacon, Hinp1I cleavage, fluorescence. inhibition (reported as % activation of signal), % at 10 µM. P26358. AID 588458. 360,000 compounds, 0.83% hits; in the data active means inhibition above about 50%
SUMO1 PPI mod: SUMO1-SIM interaction modulation; P63165; inhibition, % at 20 µM; SUMO1 binding to a labelled peptide, TR-FRET, 1 h; AID 602429; 360,000 compounds, 0.33% hits; in the data active means inhibition above about 37%
Rpn11 block: inhibitors of human proteasome Rpn11 | O00487 | human 26S proteasome, Ub4-pepOG fluorescence polarization; 20S core pre-blocked with epoxomicin | calls only at 20 µM | 360,000 compounds, 0.59% hits | AID 588493;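 active means inhibition at 20 µM, scaled to each plate's controls, above about 33%, limit read from the data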
Rin1 Abl inh: blocks binding of human Rin1 to Abl. inhibition, % at 7.35 µM. AID 588664. 360,000 compounds, 0.4% hits. TR-FRET Rin1/Abl binding, biochemical. P00519+Q13671; in the data active means inhibition above about 5%, passing the limit was not always enough
Neddylation inh: cullin neddylation inhibition; calls only at 25 µM; 360,000 compounds, 0.58% hits; AID 651699; TR-FRET cullin neddylation, biochemical; in the data active means inhibition above about 36%
Target sequence (P61081 whole entry, looked up): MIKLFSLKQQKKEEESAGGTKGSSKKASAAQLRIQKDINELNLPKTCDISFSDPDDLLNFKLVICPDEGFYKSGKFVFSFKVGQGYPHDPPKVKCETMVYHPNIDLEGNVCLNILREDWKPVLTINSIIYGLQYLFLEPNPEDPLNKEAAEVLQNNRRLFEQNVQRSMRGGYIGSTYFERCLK
Target sequence (Q13564 whole entry, looked up): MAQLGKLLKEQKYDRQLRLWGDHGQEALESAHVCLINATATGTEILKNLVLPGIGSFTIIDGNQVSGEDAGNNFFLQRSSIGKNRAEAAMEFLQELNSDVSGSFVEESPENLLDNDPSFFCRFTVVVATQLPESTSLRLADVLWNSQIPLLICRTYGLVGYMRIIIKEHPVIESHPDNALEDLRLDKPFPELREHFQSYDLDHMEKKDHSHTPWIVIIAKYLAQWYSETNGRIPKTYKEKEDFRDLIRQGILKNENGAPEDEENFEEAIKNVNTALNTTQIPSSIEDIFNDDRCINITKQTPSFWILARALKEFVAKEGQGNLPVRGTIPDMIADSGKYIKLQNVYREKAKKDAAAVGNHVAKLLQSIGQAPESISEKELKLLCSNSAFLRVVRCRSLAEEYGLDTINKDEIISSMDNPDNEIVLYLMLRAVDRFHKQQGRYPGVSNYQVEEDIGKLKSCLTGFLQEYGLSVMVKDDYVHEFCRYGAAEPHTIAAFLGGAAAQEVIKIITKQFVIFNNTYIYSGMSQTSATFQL
STEP inh: inhibitors of human striatal-enriched phosphatase STEP; P54829; recombinant STEP, OMFP fluorogenic substrate, fluorescence; inhibition, % at 20 µM; 360,000 compounds, 0.25% hits; AID 588621;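 active means inhibition at 20 µM, scaled per plate between control wells, above about 37%, limit read from the data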;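 further: 0% = DMSO with enzyme and substrate and 100% = substrate only without enzyme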
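Measure: Control-normalized % inhibition with plate pattern correction | Test system: STEP phosphatase, cell-free reaction | Medium: pH 6.0 Bis-Tris with DTT and Tween 20 | Technique: Fluorescence, 480/540 nm | Times: Reaction 20 min, ambient temperature | Doses: Single compound dose of 20 µM, 1% DMSO final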
NadD block: blocks S. aureus nicotinate mononucleotide adenylyltransferase; purified NadD enzyme, colorimetric absorbance read-out; inhibition, % at 20 µM; 360,000 compounds, 0.78% hits; AID 602399; in the data active means inhibition above about 26%; further: some compounds past the cut are filed as inactive
LMPTP inh: blocks human LMPTP phosphatase | 360,000 compounds, 0.22% hits | recombinant LMPTP-A, OMFP fluorogenic substrate, fluorescence intensity | P24666 | AID 651560 | inhibition, % at 20 µM;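 active means compounds that cut the enzyme signal by at least half of the control window in the single-dose screen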;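 further: plate controls were DMSO wells with enzyme plus substrate for no effect and substrate without enzyme for full effect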
Target sequence (P24666 whole entry, looked up): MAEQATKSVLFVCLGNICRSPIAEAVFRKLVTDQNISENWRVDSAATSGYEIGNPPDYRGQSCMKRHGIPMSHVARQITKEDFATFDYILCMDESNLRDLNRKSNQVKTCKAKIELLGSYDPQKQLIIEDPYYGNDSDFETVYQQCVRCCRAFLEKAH
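Assay system: LMPTP-A phosphatase enzyme | Input: 0.625 nM enzyme | Also added: Fluorogenic phosphatase substrate OMFP at 400 µM final | Compound dosing: One test concentration per compound, 20 µM, with 3% DMSO overall | Schedule: 50 min enzyme reaction at room temperature, protected from light | Signal: Fluorescence intensity | Benchmarks: no-enzyme and uninhibited controls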
CSN inh: blocks human CSN-mediated cullin deneddylation; Q92905; Purified CSN, SCF-Nedd8-OG deneddylation, fluorescence polarization; inhibition, % at 12.5 µM; 360,000 compounds, 0.38% hits; AID 651999;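 active means pattern-corrected inhibition above about 35%, with an unprinted fluorescence ratio check between 0.5 and 1.5, limit read from the data, passing the limit was not always enough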;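 further: 0% = enzyme with substrate and 100% = substrate without enzyme; some results filed as inactive read as strong as hits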
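Material: purified human Csn5 enzyme expressed in HEK293T cells / Medium: Tris buffer pH 7.5, NaCl, DTT, Tween-20, trehalose, ovalbumin / Compound dosing: 12.5 µM single point / Schedule: 90 min incubation of compound, enzyme and substrate at room temperature / Signal: fluorescence polarization of the substrate / Control set: no-enzyme wells high, enzyme-with-substrate wells low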
Scp-1 inhibitor: blocks human Scp-1 phosphatase activity; Q9GZU7; Recombinant Scp1, phosphopeptide, malachite green phosphate absorbance; inhibition, % at 20 µM; 340,000 compounds, 0.88% hits; AID 493091;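 active means inhibition above about 50% at 20 µM, limit read from the data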;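 further: plate controls were DMSO wells with enzyme for no effect and wells lacking enzyme for full effect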
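System: SCP-1 catalytic domain; Reagent: Phospho 17-mer peptide substrate; Doses: one concentration, 20 µM, with 1.0% DMSO; Incubation: 45 min room-temperature reaction, 5 min colour, 30 min stabiliser; Signal: Phosphate-binding colour reagent, absorbance read at 630 nm.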
Active calls of the source: *; i = inactive; · = not tested or not shown; + = active, no number.

cpd	molecule	DNMT1 inh	SUMO1 PPI mod	Rpn11 block	Rin1 Abl inh	Neddylation inh	STEP inh	NadD block	LMPTP inh	CSN inh	Scp-1 inhibitor
1	CC(C)c1ccc(CNc2ccc(N3CCOCC3)cc2)cc1	-19	0	i	2	i	2	2	0.1	4	0
2	Cn1ncc(N=Cc2ccccc2)c1C(=O)Nc1cccc(Cl)c1	-5	5	i	-1	i	-3	-6	1.5	-4	-2
3	COC(=O)Cc1ccc(O)c(N)c1	7	4	i	-2	i	-2	-1	-0.6	-12	-6
4	CC(=O)C1=C(C)NC(=O)NC1c1ccc(OC2CCCC2)cc1 (stereo not drawn)	32	-2	i	-1	i	-1	6	-0.3	-3	-5
5	O=C(NCCCNC(=O)c1ccccn1)c1ccccn1	3	2	i	1	i	0	1	-0.9	3	-7
6	Cc1ccccc1NS(=O)(=O)c1ccc2c(c1)CCC(=O)N2	0	3	i	0	i	1	-2	-2.7	-3	·
7	CCNC(C(=O)c1c[nH]c2c(CC)cccc12)c1ccccc1 (stereo not drawn)	-2	6	i	3	i	2	-1	0.4	-1	0
8	Cc1cc(F)ccc1NC(=O)c1cc(S(=O)(=O)N2CCCC2)cn1C	5	1	i	2	i	0	-1	-1.3	0	-11
9	O=C(NC1CCN(Cc2ccccc2)CC1)C1CCN(S(=O)(=O)c2cccc3cccnc23)CC1	1	5	i	4	i	0	3	-0.5	-4	39
10	Cc1nc(NC(C)C)c2cnn(CCc3ccccc3)c2n1	0	-2	i	5	i	-2	1	0.9	-4	1
11	CCSc1nnc(Cc2cc(=O)[nH]c(=O)[nH]2)n1-c1cccc(C)c1	1	2	i	0	i	-1	-2	-2.3	3	-3
12	COC1=CC(=O)OC(c2cccc(C#N)c2)C1 (stereo not drawn)	·	-2	·	·	i	·	·	-0.4	0	·
13	O=C(c1cccnc1)n1nc(-c2ccco2)nc1NCc1cccs1	0	6	i	-1	i	1	-3	-2.0	1	-4
14	O=C(COc1ccc2c(c1)OCO2)Nc1nccs1	0	4	i	-2	i	-1	-3	0.6	1	22
15	COc1cc(NC(=O)c2ccc(CNc3c(N4CCOCC4)c(=O)c3=O)cc2)cc(OC)c1	-5	43*	i	-2	i	2	3	0.2	1	-16
16	CC(C)c1ccc(NC(=O)[C@H]2CSCN2C(=O)[C@@H]2CCC(=O)N2)cc1	-1	0	i	5	i	-2	-5	-0.5	1	5
17	O=C(CSc1nc(C(F)(F)F)cc(=O)[nH]1)N1CCCCCC1	1	-3	i	1	i	0	2	-1.5	2	-3
18	COc1ccc(C(=O)N2N=C(c3cccc(OC)c3)CC2(O)C(F)(F)F)cc1 (stereo not drawn)	-7	2	i	-2	i	-2	-5	1.2	-1	-7
19	COc1ccccc1CO/N=C/NC(=O)c1c(OC)ccnc1Oc1ccc(F)cc1	-1	1	i	-1	i	-1	-2	0.3	0	-11
20	Clc1cc(-c2ccccc2)nc(-c2ccccc2)n1	0	-1	i	0	i	-1	-2	3.4	3	-18
21	Cc1cc(C)n2nc(SCC(=O)N(C)c3ccccc3)nc2n1	-5	1	i	1	i	1	-4	-1.1	1	-5
22	CCOC(=O)CN1C(=O)C(=O)N(Cc2ccccc2)C1=O	2	3	i	2	i	-2	1	-1.1	2	-7
23	CC(SC1=NCCS1)C(=O)Nc1nnc(-c2ccc(F)cc2)s1 (stereo not drawn)	-1	-1	i	0	i	-2	1	1.3	2	-11
24	CCC(C)NC(=O)C1CCN(c2nc(C)cc(C)n2)CC1 (stereo not drawn)	2	3	i	-3	i	-2	-2	0.6	7	-3
25	CCCCCc1cc(=O)c2ccccc2o1	1	-1	i	0	i	1	-2	0.7	-3	-14
26	Cc1ccc(NC(=O)COC(=O)COc2ccc(Cl)cc2C)c([N+](=O)[O-])c1	8	-14	i	-2	i	2	-1	3.3	-3	-17
27	O=C(NCc1ccc(OC(F)(F)F)cc1)c1cccc2c1C(=O)c1ccc(N3CCCCC3)cc1S2(=O)=O	19	-20	i	3	i	-42	20	-0.8	-72	-2
28	COc1cccc(-c2nc(CSCC(=O)N3CCc4ccccc43)c(C)o2)c1	-4	-3	i	0	i	1	-1	1.2	5	-5
29	Cc1ccc(-n2nc3c(c2NC(=O)c2ccco2)CS(=O)C3)cc1 (stereo not drawn)	0	-2	i	-2	i	0	4	0.4	2	-1
30	O=C(O)c1ccc(Nc2ccc(F)c(F)c2)c([N+](=O)[O-])c1	1	-32	i	-2	i	1	-3	0.6	1	-12
31	COc1ccc(-c2nc(C(N)=O)c3[nH]c(=O)n(-c4cccc(Cl)c4)c3n2)cc1OC	-3	5	i	-5	i	4	-2	7.6	-3	1
32	CCCC(=O)Nc1cc(-c2nn(C)c(=O)c3ccccc23)ccc1N1CCOCC1	10	-2	i	3	i	42*	2	-2.0	0	23
33	COc1ccc2[nH]c3c(=O)n(CCCCC(=O)N4CCCC4)c(=S)[nH]c3c2c1	3	-1	i	-10	i	0	0	1.2	16	9
34	CC(C)(C)C1CCC(=NNC(=O)CN(c2ccccc2)S(C)(=O)=O)CC1 (stereo not drawn)	2	-3	i	1	i	2	-3	-3.2	-13	1
35	CCOC(=O)Cc1csc(NC(=O)c2ccc(C)o2)n1	3	3	i	4	i	-1	-6	0.0	-7	-3
36	Cn1cccc1C(=O)C(=O)Nc1cccc(Cl)c1Cl	6	-1	i	-2	i	-14	0	-2.5	4	-7

Profiles as entered above:
Cc1nc(NC(C)C)c2cnn(CCc3ccccc3)c2n1 as listed: DNMT1 inh = 0; SUMO1 PPI mod = -2; Rpn11 block = i; Rin1 Abl inh = 5; Neddylation inh = i; STEP inh = -2; NadD block = 1; LMPTP inh = 0.9; CSN inh = -4; Scp-1 inhibitor = 1
CC(=O)C1=C(C)NC(=O)NC1c1ccc(OC2CCCC2)cc1 (stereo not drawn) as listed: DNMT1 inh = 32; SUMO1 PPI mod = -2; Rpn11 block = i; Rin1 Abl inh = -1; Neddylation inh = i; STEP inh = -1; NadD block = 6; LMPTP inh = -0.3; CSN inh = -3; Scp-1 inhibitor = -5
CC(C)c1ccc(CNc2ccc(N3CCOCC3)cc2)cc1 as listed: DNMT1 inh = -19; SUMO1 PPI mod = 0; Rpn11 block = i; Rin1 Abl inh = 2; Neddylation inh = i; STEP inh = 2; NadD block = 2; LMPTP inh = 0.1; CSN inh = 4; Scp-1 inhibitor = 0

More entries follow:
cpd	molecule	DNMT1 inh	SUMO1 PPI mod	Rpn11 block	Rin1 Abl inh	Neddylation inh	STEP inh	NadD block	LMPTP inh	CSN inh	Scp-1 inhibitor
37	Cc1cc(C)cc(-n2ncc3c2CCCC3NC(=O)C2CCC2)c1 (stereo not drawn)	1	9	i	-2	i	2	0	0.2	-4	-5
38	COc1ccc(-n2c3c(c(=O)[nH]c2=O)C(NC(C)=O)(C(F)(F)F)C(=O)N3)cc1 (stereo not drawn)	-1	2	i	4	i	-3	-1	-1.4	5	-9
39	CC1CCCN(c2nc(NCc3ccco3)nc(N)c2[N+](=O)[O-])C1 (stereo not drawn)	2	-1	i	-2	i	-4	-7	4.0	9	-7
40	Cc1ccc(-c2csc(N(CCc3ccccc3)C(=O)COc3ccccc3)n2)cc1	2	-2	i	-3	i	0	-4	4.4	-7	-10
41	CC1=C(C(=O)NCc2ccccn2)C2(CCC(C)CC2)OC1=O (stereo not drawn)	7	6	i	-2	i	-3	-3	-2.1	-3	-8
42	COc1ccc(OC)c(NC(=O)C2CCN(S(C)(=O)=O)CC2)c1	-12	2	i	1	i	3	0	-1.0	2	-1
43	OC1COC(c2ccccc2)OC1C1OC(c2ccccc2)OCC1O (stereo not drawn)	-1	0	i	0	i	-1	0	0.1	0	-1
44	CC(C)=C[C@H]1C[C@H](C)[C@H]2CC[C@H](C)c3c(O[C@@H]4O[C@@H](C)[C@@H](O)[C@@H](O)[C@@H]4O)c(O)c(C)c1c32	-9	-1	i	4	i	-5	1	1.0	0	·
45	COc1ccccc1C(=O)N1CC(=O)Nc2ccc(C)cc2C1c1ccc(F)cc1 (stereo not drawn)	1	-1	i	3	i	-1	-6	-0.9	3	-9
46	CN(C)C1=NC[C@H](Cc2ccccc2)N1CCC1CCCC1	0	-7	i	-1	i	0	-15	-1.2	-6	0
47	CC(C)=CC(=O)OCC(=O)Nc1ccc(Cl)cn1	0	-5	i	2	i	-2	-3	-2.8	-4	1
48	COc1ccccc1N1CCN(C(c2cccs2)c2nnnn2C2CCCC2)CC1 (stereo not drawn)	-1	2	i	1	i	3	2	0.6	-1	-1
49	N=C1S/C(=C\c2ccco2)C(=O)N1c1ccc2c(c1)OCO2	9	2	i	-1	i	13	-1	28	18	79*
50	CC(=O)Cn1ncc(Br)c(Br)c1=O	2	-12	i	-9	i	0	4	-1.2	-1	-1
51	COCCSc1nnc(NC(=O)C2CCN(C(=O)c3ccco3)CC2)s1	-1	17	i	4	i	1	-7	0.0	0	-4
52	Oc1c(C=C2N=c3ccccc3=N2)sc(=S)n1-c1ccccc1	-1	-1	i	1	i	1	3	-0.8	-10	-5
53	COc1ccc(S(=O)(=O)N2CCCCCC2)cc1NC(=O)c1ccccc1	2	0	i	-6	i	-2	-4	-0.4	2	28
54	N#Cc1c(SCC(=O)Nc2nc3ccc(Br)cc3s2)sc2c(O)cc(=O)[nH]c12	80*	31	+	1	i	22	41*	53*	29	54*
55	COCCNC(=O)C(=O)NCC(c1ccc2c(c1)OCO2)N1CCN(c2ccc(F)cc2)CC1 (stereo not drawn)	3	3	i	-2	i	-1	-3	-1.0	-2	-7
